From PubChem
AmpC det inh = AmpC beta-lactamase inhibition, detergent assay; purified AmpC, nitrocefin hydrolysis with detergent; Potency, µM (highest dose often 28.7 µM), inactives show at the highest dose activity change, negative = inhibition; hit rate 0.09% among 71,000; AID 584; active = well fitted curve in the direction sought with a large enough effect
Target sequence (P00811 whole entry, looked up): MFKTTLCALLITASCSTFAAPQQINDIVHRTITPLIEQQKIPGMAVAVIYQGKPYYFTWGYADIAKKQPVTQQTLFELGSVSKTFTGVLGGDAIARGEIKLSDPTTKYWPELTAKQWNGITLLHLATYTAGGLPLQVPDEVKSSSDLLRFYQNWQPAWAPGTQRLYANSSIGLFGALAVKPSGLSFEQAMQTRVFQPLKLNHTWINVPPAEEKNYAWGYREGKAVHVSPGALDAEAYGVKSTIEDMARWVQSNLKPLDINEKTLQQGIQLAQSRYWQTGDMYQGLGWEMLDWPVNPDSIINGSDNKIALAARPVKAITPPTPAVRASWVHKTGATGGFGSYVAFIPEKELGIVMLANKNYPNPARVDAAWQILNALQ
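E. coli AmpC (5.3 nM) in 20 mM phosphate pH 7.0 with 0.01% Triton X-100, preincubated 15 min RT with compound; nitrocefin (2 uL of 800 uM stock) hydrolysis followed by 480 nm absorbance every 20 s over 4 min.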
Active calls of the source: *; [ ] = remark or other dose. % is scaled to controls: 0 for no effect and ±100 for the full control effect; potency is read from the fitted curve at half-maximal effect.

SMILES | AmpC det inh
COc1ccc(C2C=C(c3ccccc3)Nc3nnnn32)cc1 (stereo unspecified) | 7.8%
CCN(CC)CCCCCOc1ccccc1OC | -1.5%
COc1ccc(NC(=O)Nc2cccc3cccnc23)cc1 | -0.9%
CC(C)(C)NC(=O)C(c1ccncc1)N(Cc1cccs1)C(=O)Cn1nnc(-c2cccs2)n1 (stereo unspecified) | 1.8%
N#Cc1ccccc1-c1ccc2ncnc(NC3CC3)c2c1 | 8.5%
CCCn1c(C)nc2c(N3CCN(C)CC3)nc(C)nc21 | 12.4%
Cc1cc(C)n(CNc2nc(C(F)(F)F)cs2)n1 | -3.2%
CC(C(=O)NC1CCCCCC1)N(c1ccccc1)S(C)(=O)=O (stereo unspecified) | -3.0%
COc1ccc(NC(=O)c2ccco2)cc1NC(=O)c1ccco1 | -0.9%
COc1cc(NC(=O)C(C)Oc2ccccc2)cc(OC)c1 (stereo unspecified) | -2.1%
O=C(Nc1ccccc1)NC1CC2CCC(C1)N2 (stereo unspecified) | 0.5%
COc1ccc(OC)c(C(=O)COC(=O)CNC(=O)C2CCCCC2)c1 | -1.2%
COc1ccc(-n2c3c(cc(C(=O)N4CCN(CCO)CC4)c2=O)C(=O)CC(C)(C)C3)cc1 | -2.9%
COc1ccc(CC(=O)OCC(=O)NC(=O)NC2CCCCC2)cc1 | 14.9%
Cn1c2c(c(=O)n(C)c1=O)C(c1cccc(Br)c1)C1C(=O)c3ccccc3C1=N2 (stereo unspecified) | 1.8%
O=C(Nc1ccc(-c2nc3ncccc3o2)cc1)c1ccco1 | 20.8%
COc1c(N2CCNC(C)C2)c(F)cc2c(=O)c(C(=O)O)cn(C3CC3)c12 (stereo unspecified) | 11.8%
COC1CCCCC1Nc1cccc(SC)c1 (stereo unspecified) | 4.6%
COc1ccc2cc3cc(C(=O)NCCc4ccc(OC)c(OC)c4)oc3nc2c1 | -1.6%
CCOC(=O)Cc1csc(NC(NC(=O)CC)(C(F)(F)F)C(F)(F)F)n1 | 1.7%
CCOC(=O)c1nc(S(C)(=O)=O)ncc1Cl | -1.9%
O=C(c1cccs1)N1CCC(c2nc3c(nnn3Cc3ccccc3)c(=O)[nH]2)CC1 | -2.9%
CCOC(=O)NC1(C(F)(F)F)C(=O)N(Cc2ccccn2)C2=C1C(=O)CC(C)(C)C2 (stereo unspecified) | -2.9%
O=S(=O)(Cc1ccccc1Cl)N1CCN(Cc2ccc3c(c2)OCO3)CC1 | -1.4%
C=CCn1c(=O)c(C(=O)Nc2ccccc2C(=O)OCC)c(O)c2ccccc21 | -3.4%

Further structures follow:
SMILES | AmpC det inh
NC(=O)c1sc2nc3c(c(-c4ccco4)c2c1N)CCC3 | -3.5%
COCC(=O)N(Cc1cc2cc(OC)ccc2[nH]c1=O)c1ccccc1OC | 10.4%
CC1=CC(C)(C)N2C(=O)C3(N=C(N)NC(Nc4ccccc4)=N3)c3cc(C)cc1c32 (stereo unspecified) | -3.0%
CCN(CC)S(=O)(=O)c1ccc(NC(=O)CSc2nnc(-c3ccc(F)cc3)o2)cc1 | 7.9%
COc1cc(CNc2ccc(C)c(C)c2)cc(OC)c1OC | 6.0%
CN(C)C(=O)CSc1nnc(CCN)o1 | -0.4%
COc1ccc(-c2nnc(SCC(=O)N(Cc3ccccc3)C(C)(C)C)o2)cc1OC | -3.4%
O=C1c2ccccc2C(=O)c2c(Nc3ccc4c5c(cccc35)C(=O)c3ccccc3-4)cccc21 | -0.9%[5.75 µM]
CCCCc1nnc(SCc2ccc(OCC)cc2)n1N | -1.9%
O=C(CSc1nnc2c(n1)[nH]c1ccc(F)cc12)OCc1ccccc1 | 6.9%
CCCc1nc(SC2CCCC2)c2c(=O)n(C)c(=O)n(C)c2n1 | 10.8%
N#CC[N+]1(Cc2ccccn2)CCCC1 | -2.2%[5.75 µM]
CN(CCc1ccc(Cl)c(Cl)c1)CCN1CCCC1 | -0.1%
CCN(CC)CC(=O)c1c[nH]c2ccccc12 | 1.2%
Nc1nncn1C(=O)c1ccccc1Cl | 18.1%
Cc1noc(C)c1-c1cc(NCc2cccnc2)ncn1 | 7.6%
O=[N+]([O-])c1ccc(NCCO)c(OCCO)c1 | 7.1%
Cc1cccc(OCC(=O)Nc2ccc(N3CCN(S(C)(=O)=O)CC3)cc2)c1 | 2.6%
CCCCc1ccc(NC(=O)OC)cc1 | 4.8%
O=C1c2oc3ccccc3c(=O)c2C(c2cccc(O)c2)N1CCCN1CCOCC1 (stereo unspecified) | 15.9%
Cn1c(=O)c2c(nc(Sc3nc4ccccc4n3CC(=O)N3CCCCC3)n2C)n(C)c1=O | -2.9%
O=C(Cn1cc2c(n1)CCCC2)N1CCc2ccccc21 | 4.8%
COc1ccc(C(=O)NCc2nc3ccccc3[nH]2)cc1OC | 9.4%
CCN(CC)c1ccccc1 | 10.9%
CCOC(=O)C1=C(C)N=C2SCCC(=O)N2C1c1sccc1C (stereo unspecified) | -1.8%

Additional entries
SMILES | AmpC det inh
OCCSCc1ccccc1 | -3.6%[5.75 µM]
Cc1ccc(-c2nnc(CSc3nnc(COc4ccccc4)n3-c3ccc(C)cc3)o2)cc1 | 3.3%
NC(=O)NC1CCCc2c1[nH]c1ccc(Cl)cc21 (stereo unspecified) | 10.6%
OCC(CO)(CO)n1cnnn1 | -5.2%
O=C(NCc1cccs1)O[C@H]1C[C@H]2CC[C@@H]1C2 | -1.4%[5.75 µM]
CCN1CCN(CC(=O)Nc2ccc(Cl)c(Cl)c2)C(=O)C1=O | 11.2%
Cc1c(NC(=O)Nc2ccccc2Cl)sc(=S)n1C | 10.3%
O=C(c1ccco1)N1CCN(C(c2ccccc2Cl)c2nnnn2CC2CCCO2)CC1 (stereo unspecified) | -3.3%
CN1CCN(c2ncc3nc(-c4cccc(C#N)c4)c(=O)n(Cc4ccc(F)cc4)c3n2)CC1 | 1.9%
O=C1c2ccccc2C(=O)N1CCc1nc2ccccc2c(=O)n1-c1ccccn1 | -5.9%
O=C(O)c1ccc(CS(=O)(=O)c2cccc(C(F)(F)F)c2)o1 | 11.2%
O=C(Nc1ccccc1)N1CCCC2(CCN(C(=O)c3cnccn3)CC2)C1 | 0.2%
O=c1c2ccccc2nc2ccc(NCc3ccco3)nn12 | -0.9%
Nc1nc(CSCc2ccccc2)nc(N2CCOCC2)n1 | 11.3%
COCCCn1c(SCC(=O)N2CCc3ccccc32)nnc1-c1ccoc1C | -0.5%
O=C(NCCN1CCN(c2ccccc2)CC1)c1cccn2c(=O)c3ccccc3nc12 | -1.9%
CCOc1ccc(C(CC(=O)O)NS(=O)(=O)c2ccc(C)cc2)cc1OC (stereo unspecified) | 13.7%
COc1ccc(OC)c(N2C(=O)NC(=O)C3(Cc4cc(C)ccc4N(C)C3)C2=O)c1 (stereo unspecified) | 0.7%
CCOC(=O)c1sc(NC(=O)c2cc(S(=O)(=O)N3CCOCC3)ccc2C)nc1C | -4.5%
C#CCNc1nc(C)nc2c1nnn2Cc1ccccc1F | -0.6%
COC(=O)c1sccc1NC(=O)C1C2C=CC(O2)C1C(=O)O (stereo unspecified) | -2.9%
CN1CCN(C(=O)C2CCC(CNS(=O)(=O)c3cccc4cccnc34)CC2)CC1 (stereo unspecified) | 8.8%
CC(C)NC(=O)C1CCN(C(=O)C(C(=O)c2ccccc2)n2cc(Cl)ccc2=O)CC1 (stereo unspecified) | 0.2%
COc1ccc(OCC(O)Cn2c(=N)n(CCN3CCOCC3)c3ccccc32)cc1 (stereo unspecified) | -6.5%
CCOc1ccc(N(CC(=O)NCc2cccc(OC)c2)S(=O)(=O)c2c(C)noc2C)cc1 | 0.7%

Copied from the list:
For AmpC det inh, C#CCNc1nc(C)nc2c1nnn2Cc1ccccc1F has -0.6%
For AmpC det inh, CC(C)NC(=O)C1CCN(C(=O)C(C(=O)c2ccccc2)n2cc(Cl)ccc2=O)CC1 (stereo unspecified) has 0.2%

New compounds follow.
SMILES | AmpC det inh
COc1ccc(N2CCN(c3nc(NCCO)nc(N4CCOCC4)n3)CC2)cc1 | -6.4%
Cc1nc2ccccc2c(=O)n1CC(=O)N1CCOCC1 | 7.1%
c1ccc2c(c1)[nH]c1ccccc12 | 6.6%
CCOc1ccc(N(CC(=O)NCC2CCCO2)S(=O)(=O)c2ccc(OC)c(OC)c2)cc1 (stereo unspecified) | -1.2%
c1cncc(CNc2nc(-c3ccc4c(c3)OCO4)nc3ccccc23)c1 | 9.1%
O/N=C1/CCCCc2sccc21 | 1.6%
Cc1cccn2c(=O)c3cc(C#N)c(=N)n(CCN4CCOCC4)c3nc12 | 12.1%
CC1(C)CC(=O)C(C=NCC2CCNCC2)=C(O)C1 | 4.3%
Cc1csc2nc(CNS(=O)(=O)c3cccnc3)cn12 | -2.9%
COc1ccc(-n2c(SCC#N)nc3ccccc3c2=O)cc1 | 5.1%
O=C(COc1ccccc1F)Nc1ccc(S(=O)(=O)NCc2ccco2)cc1 | 13.2%
Cc1ccc(C(C(=O)NCCc2ccccc2)N(C(=O)c2csnn2)C2CC2)o1 (stereo unspecified) | -4.6%
CCOC(=O)CCCc1sc(N)nc1-c1[nH]c(=O)[nH]c1C | -1.1%
CCCC/C=C/C(NC(=O)c1ccc(C(F)(F)F)cc1)c1ccccc1 (stereo unspecified) | 1.8%
O=C(c1cccc(S(=O)(=O)N2CCCC2)c1)c1nnc(-c2ccncc2)o1 | 4.3%
CCOC(=O)Cn1c(CN(Cc2ccccc2)Cc2ccccc2)nc2c1c(=O)n(C)c(=O)n2C | 1.0%
O=C(Nc1cc(C(F)(F)F)ccc1F)C1CCC1 | -1.5%
O=C(c1cc(Cl)ccc1Cl)N1CCOCC1 | 9.7%
Cn1c(-c2ccccc2)cnc1SCc1nc2ccccc2c(=O)[nH]1 | -6.7%
COc1ccc(NC(=O)C2CC(=O)N(c3cc(C)ccc3C)C2)cc1 (stereo unspecified) | -1.2%
CC1(NC[C@@H](O)COc2cccc3[nH]ccc23)CCC(C(C)(C)NC(=O)CBr)CC1 (stereo partly specified) | -1.6%
CCC(=O)N1CCN(c2cc(C)ccc2C)CC1 | -1.5%
O=C1CCCN1Cc1ncnn1-c1ccccc1 | -3.5%
O=C(Nc1ccccc1F)c1ccc(S(=O)(=O)NCC2CCCO2)cc1 (stereo unspecified) | 6.2%
NC(=O)c1cc2ccc(O)cc2oc1=Nc1ccccc1 | 5.1%

Overlap with the part before: five compounds; new compounds follow.
SMILES | AmpC det inh
CC1(NC[C@@H](O)COc2cccc3[nH]ccc23)CCC(C(C)(C)NC(=O)CBr)CC1 (stereo partly specified) | -1.6%
CCC(=O)N1CCN(c2cc(C)ccc2C)CC1 | -1.5%
O=C1CCCN1Cc1ncnn1-c1ccccc1 | -3.5%
O=C(Nc1ccccc1F)c1ccc(S(=O)(=O)NCC2CCCO2)cc1 (stereo unspecified) | 6.2%
NC(=O)c1cc2ccc(O)cc2oc1=Nc1ccccc1 | 5.1%
CCCCCCNC(=O)Nc1ccccc1 | -3.9%
O=c1c2ccccc2nnn1CSc1nc2cc(Cl)ccc2c(=O)n1Cc1ccco1 | -2.3%
O=c1nccc(NCc2ccco2)[nH]1 | -0.7%
Cc1ccc2nsnc2c1S(=O)(=O)Nc1cccc2nsnc12 | -3.3%
Cc1ccnc(NS(=O)(=O)c2ccccc2)n1 | -7.1%
CCn1cc(Br)c(C(=O)N2CCN(c3ccccc3)CC2)n1 | -0.6%
O=c1c(CCc2ccccc2)nc2cnc(N3CCOCC3)nc2n1C[C@H]1CCCO1 | 3.3%
CCc1ccc(Nc2nc(N)nc(CSc3nnnn3-c3ccccc3)n2)cc1 | -1.5%
COC(=O)c1sc(NC(=O)COc2ccccc2OC)nc1C | 4.0%
CCOC(=O)c1[nH]c2ccc(OC)cc2c1NC(=O)OC | -1.8%
CCOC(=O)C1CCCN(C(=O)c2ccc(CNc3c(N4CCC(C)CC4)c(=O)c3=O)cc2)C1 (stereo unspecified) | 4.8%
CCn1c(-c2ccc(F)cc2)n[nH]c1=S | -2.9%
CC(C)CC(=O)Nc1ccc(OCC(=O)O)cc1 | -0.1%
CCOC(=O)c1ccccc1NC1OC(=O)c2ccccc21 (stereo unspecified) | 11.5%
COC(=O)c1[nH]c2ccccc2c1NC(=O)Oc1ccccc1 | 14.6%
CCCC(=O)Nc1nc2ccc(OCC)cc2s1 | 10.1%
Nc1nc(Cn2nnc(-c3ccccc3Cl)n2)nc(N2CCOCC2)n1 | -2.3%
O=C(Cn1[nH]c(=O)c2ccccc2c1=O)NC1CCN(Cc2ccccc2)CC1 | -0.4%
CN(C)c1ncc2nc(-c3cccc(C#N)c3)c(=O)n(C[C@H]3CCCO3)c2n1 | 0.3%
CCOCCCNC(=O)C(NC(=O)c1ccc2c(c1)OCO2)c1ccc(OC)cc1 (stereo unspecified) | -3.6%
CC(C)CN1CCCC2(CCN(C(=O)c3cc(C(F)(F)F)cc(C(F)(F)F)c3)CC2)C1 | 2.4%
CC1CN(c2nnnn2-c2ccccc2)CC(C)O1 (stereo unspecified) | -2.9%
COc1ccccc1NC(=O)c1c(NC(=O)c2ccco2)sc2c1CCC2 | 5.6%
CC(=O)Nc1ccc(Cl)cc1C(=O)O | -2.5%
O=C(O)[C@@H]1CSC2(CCSC2)N1 (stereo partly specified) | -6.4%
CC(OC(=O)CNC(=O)C12CC3CC(CC(C3)C1)C2)C(=O)Nc1ccc(N2CCOCC2)cc1 (stereo unspecified) | -1.6%
CC(=O)N1c2ccccc2NC2=C(C(=O)CCC2)C1c1cccnc1 (stereo unspecified) | -6.0%
C/C=C/c1ccc(OC)c(OC(C)=O)c1 | -3.0%

Six records drawn at random from those above, as already listed:
SMILES | AmpC det inh
COC(=O)c1sccc1NC(=O)C1C2C=CC(O2)C1C(=O)O (stereo unspecified) | -2.9%
COc1ccc(NC(=O)c2ccco2)cc1NC(=O)c1ccco1 | -0.9%
CCCCc1ccc(NC(=O)OC)cc1 | 4.8%
CC(=O)N1c2ccccc2NC2=C(C(=O)CCC2)C1c1cccnc1 (stereo unspecified) | -6.0%
CCOc1ccc(N(CC(=O)NCc2cccc(OC)c2)S(=O)(=O)c2c(C)noc2C)cc1 | 0.7%
CCCC(=O)Nc1nc2ccc(OCC)cc2s1 | 10.1%

Only part of the results is shown (hit frequency here may not be typical).
